High-throughput results: PubChem, several laboratories
UBC9 SUMO inh = inhibitors of human SUMOylation (UBC9) | AID 2006 | 290,000 compounds, 0.36% hits | P63279 | HTRF SUMOylation assay, SAE1/SAE2 + UBC9, in vitro | inhibition, % at 35 µM; in the data active means inhibition above about 50%, passing the limit was not always enough; further: strong numbers were not always called active
Target sequence (P63279 whole entry, looked up): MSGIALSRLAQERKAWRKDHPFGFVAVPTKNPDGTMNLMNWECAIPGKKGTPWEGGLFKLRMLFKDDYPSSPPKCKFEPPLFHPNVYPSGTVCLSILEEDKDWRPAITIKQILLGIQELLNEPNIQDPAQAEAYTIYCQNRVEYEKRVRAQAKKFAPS
CRFR2-BP ag = agonists of human CRF-binding protein/CRF-R2 receptor complex. 350,000 compounds, 0.46% hits. HEK293 CRF-R2/CRF-BP, calcium dye fluorescence (FLIPR); percent of saturating CRF peptide response. activation, % at 13.2 µM;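 active means activation of at least 50%, plus an integration ratio under a set limit after plate pattern correction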;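 further: plate controls were neutral control wells without compound for no effect and CRF at EC100 for full effect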
NS3 helicase inh = blocks Hepatitis C virus NS3 helicase unwinding | NS3 helicase DNA unwinding, Cy5 molecular beacon fluorescence | inhibition, % at 10.9 µM | 290,000 compounds, 0.56% hits | AID 1800;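 active means inhibition above the mean of all tested compounds plus 3 SD, set per campaign, cut at about 35% in these data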;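 further: 0% = DMSO wells and 100% = thioflavine S control wells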
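test system = hepatitis C virus NS3 helicase domain fragment enzyme | reagent = annealed dual-labelled DNA beacon duplex, ATP-started | times = 1 h at 25 °C | detection = Cy5 fluorescence, 0 and 60 min reads | read-out basis = percent inhibition from t60/t0 fluorescence ratio | control set = DMSO and thioflavine S | replication = one well per compound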
CRFR2-BP antag = CRF-BP/CRF-R2 complex antagonism | inhibition, % at 11.8 µM | 350,000 compounds, 0.59% hits | HEK293 CRF-R2/CRF-BP, CRF-induced calcium fluorescence;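 active means inhibition of the ligand-induced calcium signal above about 50% at the single tested concentration, limit read from the data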
MEKK2mut PB1 HTS = signal of MEK5 binding to mutant human MEKK2 PB1 domain. 290,000 compounds, 0.35% hits. percent response, % at 10 µM. AID 1530. bead flow cytometry, Alexa488-MEK5 binding to MEKK2 mutant; in the data active means percent response above about 24%, passing the limit was not always enough; further: inactives centre near 1; some results filed as inactive read as strong as hits
MEKK2 WT-MEK5 = raises or lowers MEK5 binding to wildtype human MEKK2 PB1 domain | 290,000 compounds, 1.1% hits | AID 1531 | binding response (% of control), % at 10 µM | bead flow cytometry, Alexa488-MEK5 binding to MEKK2 WT; actives lie on both sides; in the data active means binding response below about 67% or above about 130%
DNA FID counter = displaces DNA intercalator in HCV helicase counter-screen; DNA fluorescent intercalator displacement, fluorescence; inhibition, % at 7.9 µM; 290,000 compounds, 0.17% hits; AID 1845; in the data active means inhibition above about 37%;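 further: 0% = vehicle and 100% = reference compound; higher means more ethidium bromide displaced from hairpin DNA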
GalR3 antag = human GalR3 antagonism; O60755; HEK293 GalR3-CNG cAMP membrane potential fluorescence; galR3 body fused to GalR1 C-terminus; inhibition, % at 3 µM; 360,000 compounds, 0.44% hits; AID 651719;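 active means inhibition above the screen-wide average plus 3 SD, cut at about 13% in these data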;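 further: forskolin and galanin both at EC90 stimulate the cells; cAMP rise reported by CNG channel membrane potential dye signal; 0% = forskolin plus galanin with DMSO and 100% = forskolin alone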
Target sequence (O60755 1-299 limits assumed): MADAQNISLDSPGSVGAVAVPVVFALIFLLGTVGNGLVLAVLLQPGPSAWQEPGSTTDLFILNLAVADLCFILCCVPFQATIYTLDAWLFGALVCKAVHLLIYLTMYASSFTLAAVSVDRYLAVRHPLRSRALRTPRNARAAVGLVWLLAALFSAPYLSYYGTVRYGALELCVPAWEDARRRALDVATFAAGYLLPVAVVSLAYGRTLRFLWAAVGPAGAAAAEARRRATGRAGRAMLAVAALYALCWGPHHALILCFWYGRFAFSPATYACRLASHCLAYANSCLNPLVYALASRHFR
MEKK3 PB1 HTS = raises or lowers MEK5 binding to the human MEKK3 PB1 domain; Q99759; bead-based flow cytometry, Alexa488-MEK5 binding to MEKK3; actives lie on both sides; 0 = blocked by unlabeled MEK5, 100 = vehicle; binding response (% of control), % at 10 µM; 290,000 compounds, 1.4% hits; AID 1529;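 active means binding response more than 3 SD above or below the average of its plate-row segment, actives on both sides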;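 further: Alexa488 bead fluorescence after subtracting the streptavidin-only scavenger bead signal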
Target sequence (Q99759 whole entry, looked up, the tested form may be a part): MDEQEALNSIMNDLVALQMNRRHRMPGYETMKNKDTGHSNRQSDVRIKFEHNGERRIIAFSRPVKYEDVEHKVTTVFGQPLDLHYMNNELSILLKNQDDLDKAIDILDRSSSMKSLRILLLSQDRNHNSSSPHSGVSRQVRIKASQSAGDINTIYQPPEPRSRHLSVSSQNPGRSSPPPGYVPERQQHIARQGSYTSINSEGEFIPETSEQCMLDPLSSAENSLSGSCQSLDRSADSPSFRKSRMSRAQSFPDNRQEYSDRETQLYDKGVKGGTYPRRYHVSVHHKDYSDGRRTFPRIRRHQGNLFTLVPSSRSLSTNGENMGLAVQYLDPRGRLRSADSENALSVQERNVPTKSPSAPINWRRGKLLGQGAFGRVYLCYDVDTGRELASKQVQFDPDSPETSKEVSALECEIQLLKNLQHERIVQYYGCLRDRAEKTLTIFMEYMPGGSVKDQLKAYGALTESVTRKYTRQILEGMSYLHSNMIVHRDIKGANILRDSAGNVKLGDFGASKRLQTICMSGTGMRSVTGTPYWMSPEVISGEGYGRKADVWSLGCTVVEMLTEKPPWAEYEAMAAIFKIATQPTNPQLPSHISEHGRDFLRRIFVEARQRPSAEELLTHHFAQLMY
An asterisk follows results filed as active; nt = not tested or not shown.

Every second line gives: MEKK2mut PB1 HTS	MEKK3 PB1 HTS	NS3 helicase inh	CRFR2-BP ag	DNA FID counter	MEKK2 WT-MEK5	CRFR2-BP antag	UBC9 SUMO inh	GalR3 antag
- O=C(NCCN1CCOCC1)c1c[nH]c2ccc(S(=O)(=O)N3CCOCC3)cc2c1=O
    -1	95	7	-0.2	1	97	9	7	-10
- CCN1CCN(c2ncc(C(=O)Nc3cc(Cl)c(OC)cc3OC)c3ccccc23)CC1
    0	97	-5	-0.4	-1	102	20	2	-5
- COc1cccc(CN2CCN(Cc3nc4c(s3)CCCC4)CC2CCO)c1 (centres undefined)
    -7	94	6	-0.1	-8	95	-1	14	-4
- CCc1ccc(NC(=O)CNS(=O)(=O)c2c(C)noc2C)cc1
    -2	96	-5	-0.6	-2	98	6	-3	-1
- Cc1ccc(-n2ncc3c2CC(C)(C)CC3NC(=O)c2ccc[n+]([O-])c2)cc1 (centres undefined)
    0	97	0	-2.4	-46	99	-4	14	0
- O=C1CCC(=O)N1c1ccc(S(=O)(=O)Nc2cccc([N+](=O)[O-])c2)cc1
    1	98	3	4.8	2	102	7	-18	-3
- CC(=O)Nc1ncc(Cc2cccc(Cl)c2)s1
    -1	99	22	-1.0	0	99	-2	5	-2
- CC1CCCCC1NC(=O)CN(C)S(=O)(=O)c1ccc2c(c1)CCC(=O)N2 (centres undefined)
    1	96	2	-0.5	-28	101	-6	8	4
- Cc1cc(C)nc(/N=C(\N)Nc2cccc([N+](=O)[O-])c2)n1
    0	123	1	34	1	100	-15	1	-2
- O=C(CNC(=O)c1ccc(-c2ccccc2)cc1)OCc1c(F)cccc1Cl
    0	102	-6	8.4	0	101	-19	10	-2
- COCCN1CCN(C(=O)c2ccc3c(c2)S(=O)(=O)c2ccccc2C3=O)CC1
    2	108	nt	1.0	nt	107	11	nt	-1
- Cc1ccccc1Nc1nnc(SCc2nc3ccccc3c(=O)[nH]2)s1
    -1	103	15	nt	-7	99	nt	30	nt
- Cc1cc(C(=O)NC2CCCc3ccccc32)c(C)o1 (centres undefined)
    2	95	1	1.1	-8	100	-6	23	-1
- CCc1ccc(NC(=O)/C(C#N)=C/c2ccncc2)cc1
    7	101	4	-1.3	-4	102	-8	-5	1
- Cc1noc(C)c1CSc1ncnc2sc(C)c(C)c12
    -3	97	2	-1.4	-1	95	6	20	-1
- CCn1cc(CN2CCCC(CNS(=O)(=O)c3cccc4cccnc34)C2)cn1 (centres undefined)
    5	102	4	0.3	1	108	5	-2	-3
- COc1ccc(N(CC(=O)Nc2ccc(C)cn2)S(=O)(=O)c2c(C)nn(C)c2C)cc1
    -2	95	-6	-3.0	-24	100	16	8	nt
- CC1=C(C(N)=O)C(c2ccncc2)n2nc(-c3ccccc3Cl)nc2N1 (centres undefined)
    -1	94	4	1.1	-1	96	14	-3	0
- CCCC(=O)c1cc2c(cc1NC(=O)c1ccccc1F)OCCO2
    -6	99	6	0.0	-1	95	4	2	-2
- Cc1ccnc(NC(=O)CCC(=O)N(CC(=O)NC(C)(C)C)c2ccc3c(c2)OCO3)c1
    0	103	-3	0.0	-35	99	0	16	-9
- CCNC(=O)CC(=O)Nc1ccccc1C(=O)O
    9	105	0	2.6	3	108	-3	-7	-4
- COc1ccc(/C=N/Nc2nc(Nc3ccccc3)nc(N3CCCCC3)n2)c(OC)c1
    5	110	-15	0.1	-11	121	35	-18	-5
- c1ccc2c(c1)nnn1c3ccccc3nc21
    -3	101	-8	nt	1	97	nt	19	nt
- COc1ccc2nc3oc(C(=O)N4CCN(c5ccccc5F)CC4)cc3cc2c1
    4	104	3	0.4	4	104	-17	2	-4
- Cn1nc(C(=O)Nc2ccccc2N2CCCC2)c2ccccc2c1=O
    7	107	5	-1.4	-32	104	14	1	1
- COc1cc(/C=N/NC(=O)c2ccncc2)ccc1Oc1ccc([N+](=O)[O-])cn1
    -2	103	0	-0.8	-14	97	14	1	-1
- CCN(C(=O)CSc1cc(-c2ccccc2)c2ccc(OC)cc2n1)C1CCS(=O)(=O)C1 (centres undefined)
    14	96	0	42	-29	113	-67	5	-2
- N#CC1=C(N)NC(SCc2ccc(Br)cc2)=C(C#N)C12CCCCC2
    4	95	10	10	4	103	-67	-8	0
- COc1ccc(N(C(C)C(=O)N(C)Cc2ccccc2)S(C)(=O)=O)cc1 (centres undefined)
    6	108	-3	0.6	-9	108	2	7	-7
- COc1ccccc1NC(=O)Nc1sccc1-c1nc2ccccc2s1
    -7	95	15	1.0	-9	94	-8	20	-5
- COc1cc(C(=O)NCCSc2ccc(Br)cc2)cc(OC)c1OC
    -2	99	1	-1.4	-21	102	-12	0	-4
- Cc1cccn2c(=O)c(/C=C(\C#N)C(=O)NC3CCS(=O)(=O)C3)c(N3CCC(C(N)=O)CC3)nc12 (centres undefined)
    28	105	1	-3.6	-3	116	16	14	-4
- Cc1ccc(OCCCCn2ccnc2)c([N+](=O)[O-])c1
    3	109	-4	0.3	11	114	7	3	-1
- Cn1cc(CN2CCC(N3CCNC(=O)CC3)CC2)c(-c2ccccc2F)n1
    -9	100	6	3.7	6	93	2	16	-3
- C#CCSc1nc(N)c2c(n1)OC(N)=C(C#N)C2c1cccnc1 (centres undefined)
    -4	87	7	1.6	-6	86	-4	27	-1
- Clc1ccc(/C=C/c2ncc3ccccn23)cc1
    7	101	9	2.8	-17	98	-9	10	-4
- CC(=O)N1CCN(CC(O)COc2ccc(OCc3ccccc3)cc2)CC1 (centres undefined)
    6	107	-6	0.8	-13	117	23	10	-2
- O=C(COC(=O)c1cccc(S(=O)(=O)N2CCOCC2)c1)NCCc1ccccc1
    10	105	2	0.1	-24	113	11	-1	-2
- O=C(CNS(=O)(=O)c1cccs1)N1CCc2ccccc2C1
    19	102	7	-3.2	-5	107	-62	-9	-1
- COc1ccc2c(c1)CCN1C2CCN2C(=O)CCC21 (centres undefined)
    1	102	1	4.1	-6	105	-3	18	-9

An excerpt from above in order of their number in MEKK2 WT-MEK5, high to low:
Compound | MEKK2mut PB1 HTS | MEKK3 PB1 HTS | NS3 helicase inh | CRFR2-BP ag | MEKK2 WT-MEK5 | CRFR2-BP antag | UBC9 SUMO inh | GalR3 antag
N#CC1=C(N)NC(SCc2ccc(Br)cc2)=C(C#N)C12CCCCC2 | 4 | 95 | 10 | 10 | 103 | -67 | -8 | 0
COc1ccc(N(CC(=O)Nc2ccc(C)cn2)S(=O)(=O)c2c(C)nn(C)c2C)cc1 | -2 | 95 | -6 | -3.0 | 100 | 16 | 8 | nt
CC(=O)Nc1ncc(Cc2cccc(Cl)c2)s1 | -1 | 99 | 22 | -1.0 | 99 | -2 | 5 | -2

(further entries)
Every second line gives: MEKK2mut PB1 HTS	MEKK3 PB1 HTS	NS3 helicase inh	CRFR2-BP ag	DNA FID counter	MEKK2 WT-MEK5	CRFR2-BP antag	UBC9 SUMO inh	GalR3 antag
- CNc1nc(-c2ccc3c(c2)CCN3C(=O)c2cccc(F)c2)cs1
    -2	98	-10	-3.2	-14	92	-2	-8	-8
- COc1cccc(C2=NN(C(=O)c3cccs3)C(O)(C(F)(F)F)C2)c1 (centres undefined)
    -12	105	-13	0.9	-19	87	-10	2	13*
- NC(=O)C1CCN(C(=O)CNC(=O)c2ccccc2)CC1
    -7	98	0	2.3	-1	89	2	13	-7
- CCCOC(=O)C1=C(C)OC23OC(N)=C(C#N)C12C(=O)c1ccccc13 (centres undefined)
    4	94	6	-0.7	-10	95	-2	3	-2
- COc1cc(CN(CCN(C)C)Cc2ccccc2)ccc1OCc1ccccc1
    10	106	-68	6.7	28	138*	-24	21	-1
- COCCCNC(=O)Cn1nc(-c2ccc(C)cc2)ccc1=O
    3	100	7	-1.8	-7	101	1	25	-6
- Cc1cc(C(=O)N/N=C/c2ccc(O)c(O)c2O)c(C)n1-c1ccccc1
    -8	94	46*	0.9	-24	87	-7	34	-4
- O=C(Nc1ccccc1)c1cc2ccccc2c(=O)s1
    -2	98	-9	0.4	-3	98	-6	23	-2
- COc1ccc(C(=O)NC2CCN(S(=O)(=O)c3ccccc3)CC2)cc1
    3	112	11	-0.8	-20	112	-3	8	-8
- O=C(CN1CCN(c2cccc(Cl)c2)CC1)NCc1ccccc1
    6	102	-25	-3.7	-26	103	7	20	0
- Nc1c(C(=O)c2cccs2)oc2ccccc12
    -8	62	7	1.4	2	66	-13	8	-8
- COc1cc(OC)cc(C(=O)N[C@H](C(=O)OCC(N)=O)C(C)C)c1
    -2	100	10	2.1	-2	96	-49	-11	1
- Cc1ccc2sc(N(CCCN(C)C)C(=O)CCS(=O)(=O)c3ccccc3)nc2c1C
    16	107	-33	-1.2	41*	151*	-13	-6	-12
- Cn1c(-c2ccccc2)cnc1SCC(=O)NCc1ccco1
    5	108	3	0.2	-9	109	-10	14	-3
- O=C(CCC(=O)Nc1ccc(F)cc1)N/N=C/c1cc([N+](=O)[O-])ccc1O
    2	99	-4	-0.3	-1	103	5	-11	-5
- O=C(CSc1nncn1-c1ccccc1)NC1CCCCC1
    0	119	8	1.6	-13	106	-3	11	-3
- OC(c1cccs1)c1nccc2ccccc12 (centres undefined)
    12	111	-3	-1.0	-2	109	-4	6	-1
- CCOP(=O)(OCC)C(C)(C)NC(=O)Nc1ccc(Cl)c(Cl)c1
    3	102	-4	4.3	-12	103	-22	7	-6
- CCCN1CCN(C(=O)CCCNC(=O)Cn2cnc3sc(C)c(C)c3c2=O)CC1
    12	114	2	-1.4	2	131	9	21	-6
- Cc1ccc(C(=O)N2CCN(Cc3ccc4c(c3)OCO4)CC2)cc1C
    9	101	-2	-0.9	-25	110	24	3	-10

As a working copy, part of the list above:
Every second line gives: MEKK2mut PB1 HTS	MEKK3 PB1 HTS	NS3 helicase inh	CRFR2-BP ag	DNA FID counter	MEKK2 WT-MEK5	CRFR2-BP antag	UBC9 SUMO inh	GalR3 antag
- O=C(CSc1nncn1-c1ccccc1)NC1CCCCC1
    0	119	8	1.6	-13	106	-3	11	-3
- OC(c1cccs1)c1nccc2ccccc12 (centres undefined)
    12	111	-3	-1.0	-2	109	-4	6	-1
- CCOP(=O)(OCC)C(C)(C)NC(=O)Nc1ccc(Cl)c(Cl)c1
    3	102	-4	4.3	-12	103	-22	7	-6
- CCCN1CCN(C(=O)CCCNC(=O)Cn2cnc3sc(C)c(C)c3c2=O)CC1
    12	114	2	-1.4	2	131	9	21	-6
- Cc1ccc(C(=O)N2CCN(Cc3ccc4c(c3)OCO4)CC2)cc1C
    9	101	-2	-0.9	-25	110	24	3	-10

One compound at a time, as listed above.
O=C1CCC(=O)N1c1ccc(S(=O)(=O)Nc2cccc([N+](=O)[O-])c2)cc1 reads MEKK2mut PB1 HTS: 1; MEKK3 PB1 HTS: 98; NS3 helicase inh: 3; CRFR2-BP ag: 4.8; DNA FID counter: 2; MEKK2 WT-MEK5: 102; CRFR2-BP antag: 7; UBC9 SUMO inh: -18; GalR3 antag: -3
c1ccc2c(c1)nnn1c3ccccc3nc21 reads MEKK2mut PB1 HTS: -3; MEKK3 PB1 HTS: 101; NS3 helicase inh: -8; CRFR2-BP ag: nt; DNA FID counter: 1; MEKK2 WT-MEK5: 97; CRFR2-BP antag: nt; UBC9 SUMO inh: 19; GalR3 antag: nt

A portion of the library; count on the stated rates, not on these rows.
